Source: PubChem BioAssay
Pf Dd2 inh: P. falciparum Dd2 growth inhibition | 2.3% of 94,000 active | activity change, % at 10 µM | SYBR Green, 72 h; active compounds read low; in the data active = activity change below about -80%
KDM4C inh: blocks human GASC-1 (KDM4C) demethylase activity; Q9H3R0; GST-KDM4C 2-372, H3K9me3 peptide, LANCE TR-FRET; inhibition, % at 12.5 µM; 0.15% of 96,000 active;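 active = mean replicate inhibition above about 25%, with at least 55% of replicates also reaching it, limit read from the data, passing the limit was not always enough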
Target sequence (Q9H3R0 2-372 limits assumed): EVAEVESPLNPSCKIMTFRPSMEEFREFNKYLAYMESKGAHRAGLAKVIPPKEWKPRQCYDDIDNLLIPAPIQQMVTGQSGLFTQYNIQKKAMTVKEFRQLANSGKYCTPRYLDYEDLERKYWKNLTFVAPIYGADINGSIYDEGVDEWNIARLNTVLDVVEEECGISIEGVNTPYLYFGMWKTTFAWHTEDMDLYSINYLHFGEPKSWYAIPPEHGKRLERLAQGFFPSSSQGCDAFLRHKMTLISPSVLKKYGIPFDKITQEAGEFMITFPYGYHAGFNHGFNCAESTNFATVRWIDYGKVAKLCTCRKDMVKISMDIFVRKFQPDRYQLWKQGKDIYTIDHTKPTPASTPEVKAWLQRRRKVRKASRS
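Material: GST-tagged GASC-1 (JMJD2C) catalytic fragment, aa 2-372 / Quantity: enzyme final amount 10 nM / Medium: HEPES buffer, pH 7.5, plus ascorbate / Doses: one test concentration per compound / Incubation: 30 min reaction, 60 min detection, RT / Measured by: LANCE TR-FRET / Read-out: inhibition from TR-FRET ratio decrease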
T cruzi growth: inhibitors of T. cruzi proliferation; 5.9% of 77,000 active; AID 624255; inhibition, % at 8.34 µM; T. cruzi beta-gal in NIH3T3, GalScreen luminescence, 90 h;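 active = mean inhibition above about 93%, with at least 55% of replicates each passing it, limit read from the data, passing the limit was not always enough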
C diff HTS: blocks growth of Clostridium difficile; Clostridium difficile clinical isolate growth, OD600, 24 h; active compounds read low; growth activity, negative = inhibition, % at 16 µg/mL (by protocol); 0.25% of 86,000 active;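 active = mean growth activity at or below -80% and every replicate also at or below -80%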;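 also: 0% = DMSO wells and -100% = levofloxacin 16 µg/mL wells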
Numbers without * were called inactive; / = no result given.

Preview (seven entries):
Molecule,Pf Dd2 inh,KDM4C inh,T cruzi growth,C diff HTS
O=C(C[C@@H]1CC[C@H]2[C@@H](COC[C@H](O)CN2Cc2ccccc2)O1)NCCCN1CCOCC1,0,4.2,28,/
COCC#Cc1cnc2c(c1)C(=O)N([C@@H](C)CO)C[C@@H](C)[C@@H](CN(C)C(=O)Nc1cccc(F)c1)O2,-1,-3.7,-23,16
C[C@@H]1CN([C@@H](C)CO)C(=O)c2cc(NC(=O)CCCN(C)C)ccc2O[C@H]1CN(C)S(=O)(=O)c1cn(C)cn1,33,0.4,0,8
COCc1cn(CC[C@H]2CC[C@H](NC(=O)c3ccccc3)[C@H](CO)O2)nn1,11,1.5,-37,3
C[C@H]1CCCCO[C@H](CN(C)Cc2ccc(Cl)c(Cl)c2)[C@@H](C)CN([C@@H](C)CO)C(=O)c2cc(NS(C)(=O)=O)ccc2O1,-44,0.5,84,4
C[C@H]1CN([C@@H](C)CO)C(=O)c2cccc(NC(=O)c3cnccn3)c2O[C@@H]1CN(C)Cc1ccccc1,-9,0.5,44,1
C[C@@H]1CN([C@@H](C)CO)C(=O)c2cccc(NC(=O)c3cnccn3)c2O[C@@H]1CN(C)Cc1ccncc1,-5,0.4,9,1

The listing, previewed entries included:
Molecule,Pf Dd2 inh,KDM4C inh,T cruzi growth,C diff HTS
O=C(C[C@@H]1CC[C@H]2[C@@H](COC[C@H](O)CN2Cc2ccccc2)O1)NCCCN1CCOCC1,0,4.2,28,/
COCC#Cc1cnc2c(c1)C(=O)N([C@@H](C)CO)C[C@@H](C)[C@@H](CN(C)C(=O)Nc1cccc(F)c1)O2,-1,-3.7,-23,16
C[C@@H]1CN([C@@H](C)CO)C(=O)c2cc(NC(=O)CCCN(C)C)ccc2O[C@H]1CN(C)S(=O)(=O)c1cn(C)cn1,33,0.4,0,8
COCc1cn(CC[C@H]2CC[C@H](NC(=O)c3ccccc3)[C@H](CO)O2)nn1,11,1.5,-37,3
C[C@H]1CCCCO[C@H](CN(C)Cc2ccc(Cl)c(Cl)c2)[C@@H](C)CN([C@@H](C)CO)C(=O)c2cc(NS(C)(=O)=O)ccc2O1,-44,0.5,84,4
C[C@H]1CN([C@@H](C)CO)C(=O)c2cccc(NC(=O)c3cnccn3)c2O[C@@H]1CN(C)Cc1ccccc1,-9,0.5,44,1
C[C@@H]1CN([C@@H](C)CO)C(=O)c2cccc(NC(=O)c3cnccn3)c2O[C@@H]1CN(C)Cc1ccncc1,-5,0.4,9,1
CCS(=O)(=O)Nc1ccc2c(c1)C(=O)N(C)[C@H]1CC[C@H](CC(=O)NC3CCCCC3)O[C@H]1CO2,2,0.4,-26,0
COc1ccccc1CNC(=O)C[C@H]1CC[C@H](NC(=O)CN(C)C)[C@H](CO)O1,3,1.3,6,2
C[C@@H]1CCCCO[C@@H](CN(C)C(=O)Cc2ccccc2)[C@H](C)CN([C@@H](C)CO)C(=O)c2cc(NC(=O)CCCN(C)C)ccc2O1,/,2.9,3,-2
C[C@@H]1CN([C@H](C)CO)C(=O)Cc2cc(N(C)C)ccc2O[C@@H]1CN(C)C(=O)Nc1ccc(C(F)(F)F)cc1,-2,0.6,8,-18
C[C@H](CO)N1C[C@H](C)[C@H](CN(C)C(=O)NC2CCCCC2)Oc2ccc(NC(=O)Nc3ccccc3)cc2C1=O,-4,0.2,/,-3
COc1ccc(-c2ccc([C@@H]3[C@@H](CO)N4CCCCN(C(=O)c5ccc6c(c5)OCO6)C[C@H]34)cc2)cc1,-23,-0.9,98*,4
O=C(C[C@@H]1CC[C@@H]2[C@H](COC[C@H](O)CN2S(=O)(=O)c2cccc(F)c2)O1)NCCCN1CCOCC1,-3,-1.4,15,/
C[C@@H]1CN([C@@H](C)CO)C(=O)CCCn2nncc2CO[C@H]1CN(C)C(=O)Nc1ccc(-c2cccs2)cc1,2,-0.7,3,/
Cc1ccc(S(=O)(=O)Nc2ccc3c(c2)C(=O)N([C@H](C)CO)C[C@H](C)[C@H](CN(C)S(=O)(=O)c2ccc(F)cc2)OCCCC[C@H](C)O3)cc1,-69,-1.1,120*,-5
C[C@H]1CN([C@@H](C)CO)C(=O)c2cccc(NC(=O)c3cnccn3)c2O[C@H]1CN(C)CC1CCCCC1,-22,0.8,-21,3
CC(C)NC(=O)N(C)C[C@@H]1Oc2ccc(NC(=O)NC3CCCCC3)cc2CC(=O)N([C@@H](C)CO)C[C@@H]1C,10,0.3,-14,-1
COc1ccc(NC(=O)Nc2ccc3c(c2)CC(=O)N([C@@H](C)CO)C[C@@H](C)[C@@H](CN(C)Cc2ccc(-c4ccccc4)cc2)O3)cc1,19,-2.9,48,22
COc1ccc(NC(=O)Nc2ccc3c(c2)C(=O)N([C@@H](C)CO)C[C@H](C)[C@H](CN(C)C(=O)Nc2ccc(F)cc2)O3)cc1,-3,0.5,18,-2
CO[C@H]1CC[C@@H]2CCN(C)C(=O)CCCN(C)C(=O)c3cccc(C#N)c3OC[C@H]1O2,/,1.0,-27,3
CO[C@@H]1CN(C)C(=O)c2cc(NC(C)=O)ccc2OC[C@H](C)N(Cc2ccccc2C(=O)O)C[C@@H]1C,32,3.6,25,/
C[C@@H]1CN([C@@H](C)CO)S(=O)(=O)c2ccc(/C=C/c3ccccc3)cc2O[C@@H]1CN(C)C(=O)c1ccccc1,-68,-0.9,127*,-1
COc1ccc2c3c([nH]c2c1)[C@@H](CO)N(Cc1nccs1)CC31CCN(Cc2nccs2)CC1,-90*,-1.9,/,17
C[C@@H]1CN([C@H](C)CO)C(=O)c2cc(-c3cccnc3)cnc2O[C@H]1CN(C)C,14,-1.4,13,-2
O=C(NCC1CC1)[C@H]1[C@H](CO)[C@H]2Cn3c(ccc(-c4cccnc4)c3=O)[C@@H]1N2C(=O)C1CCCC1,27,-3.3,/,16
C[C@H]1CN([C@@H](C)CO)C(=O)c2cc(NC(=O)NC3CCCCC3)ccc2O[C@H]1CN(C)S(=O)(=O)c1ccc(F)cc1,-4,-2.6,2,-9
Cc1noc(C)c1S(=O)(=O)N(C)C[C@H]1Oc2ccc(NC(=O)CCCCCC(=O)Nc3ccccc3N)cc2CC(=O)N([C@H](C)CO)C[C@@H]1C,-32,0.0,/,5
C[C@H](CO)N1C[C@H](C)[C@H](CN(C)Cc2ccc(Oc3ccccc3)cc2)Oc2ccc(NS(=O)(=O)c3ccc(F)cc3)cc2C1=O,6,0.6,21,11
N#C[C@@H]1[C@@H](c2ccc(-c3ccccc3F)cc2)[C@@H](CO)N1C(=O)C1CC1,15,-4.2,72,7
CC(C)CC#Cc1cnc2c(c1)C(=O)N([C@H](C)CO)C[C@H](C)[C@H](CN(C)C(=O)Cc1cccnc1)O2,15,-2.0,-8,/
COc1ccc(CN(C)C[C@@H]2Oc3ccc(N(C)C)cc3CC(=O)N([C@@H](C)CO)C[C@@H]2C)cc1,5,0.2,/,0
CC(C)C#Cc1cnc2c(c1)C(=O)N([C@H](C)CO)C[C@@H](C)[C@H](CN(C)Cc1cncnc1)O2,27,2.2,-76,1
CC(C)NC(=O)N1C[C@@H]2[C@H](c3ccccc31)[C@H](CO)N2C(=O)c1ccccc1F,6,-0.6,29,2
CC(C)NC(=O)N[C@H]1C=C[C@@H](CC(=O)NC2Cc3ccccc3C2)O[C@@H]1CO,-3,-0.7,12,10
C[C@H]1CN([C@@H](C)CO)C(=O)c2cc(NS(=O)(=O)c3ccccc3)ccc2O[C@@H]1CN(C)Cc1ccc(C(F)(F)F)cc1,16,4.8,104*,-2
COCC#Cc1ccc([C@H]2[C@@H](CO)N3C(=O)CN(C(=O)Nc4ccccc4F)C[C@@H]23)cc1,-49,-0.1,/,0
COc1ccccc1-c1cnc2c(c1)C(=O)N([C@H](C)CO)C[C@@H](C)[C@@H](CN(C)C(=O)CN(C)C)O2,11,-0.5,-44,-3
CN1CCN(C(=O)C[C@@H]2CC[C@@H]3[C@H](COC[C@@H](O)CN3C(=O)C3CC3)O2)CC1,3,-0.1,-11,2
CN1CCCCN2[C@@H](CO)[C@@H](c3ccc(-c4ccccc4)cc3)[C@@H]2C1,24,-0.9,55,-8
COc1ccc(NC(=O)N(C)C[C@@H]2OCc3cnnn3CCCC(=O)N([C@H](C)CO)C[C@@H]2C)cc1,-8,/,-39,2
CC=Cc1ccc2n(c1=O)C[C@H]1[C@H](CO)[C@@H](C(=O)NCCc3ccccc3)N(C(C)=O)[C@@H]21 (mixture of isomers),/,0.8,22,-1
COc1ccc(S(=O)(=O)Nc2ccc3c(c2)C(=O)N([C@@H](C)CO)C[C@H](C)[C@H](CN(C)Cc2ccccc2)O3)cc1,7,2.3,0,2
O=C(C1CCC1)N1CC[C@H]2[C@H](CO)Nc3ccc(C4=CCCCC4)cc3[C@H]21,-36,-0.3,/,-4
CO[C@@H]1CN(C)C(=O)c2cc(NC(=O)Nc3ccccc3)ccc2OC[C@H](C)N(C(=O)Nc2c(C)noc2C)C[C@@H]1C,-4,0.5,4,/
COC(=O)C[C@H]1CC[C@@H]2[C@H](COc3ccc(NC(=O)c4ccc(C(F)(F)F)cc4)cc3C(=O)N2C)O1,16,1.5,57,-2
COc1ccc2c3c(n(C)c2c1)[C@H](CO)N(C)CC31CN(C(=O)c2cccnc2)C1,20,-1.2,/,4
C[C@H]1CCCCO[C@@H](CN(C)Cc2ccc3c(c2)OCO3)[C@@H](C)CN([C@@H](C)CO)C(=O)c2cc(NC(=O)Nc3ccc(C(F)(F)F)cc3)ccc2O1,-89*,-1.5,121*,-19
CC(C)NC(=O)N[C@H]1C=C[C@@H](CC(=O)NCCCN(C)C)O[C@@H]1CO,27,-0.1,11,/
C[C@H](CO)N1C[C@H](C)[C@H](CN(C)C(=O)c2cnccn2)Oc2ncc(/C=C/c3ccccc3)cc2C1=O,-19,0.2,/,0
C[C@@H]1CCCCO[C@H](CN(C)C(=O)NC2CCCCC2)[C@@H](C)CN([C@H](C)CO)C(=O)c2cc(NC(=O)CCCN(C)C)ccc2O1,24,1.4,-1,-3
CNC[C@H]1Oc2cc(C#Cc3ccccc3OC)ccc2S(=O)(=O)N([C@@H](C)CO)C[C@@H]1C,/,-2.8,103*,3
C[C@@H]1CN([C@@H](C)CO)C(=O)c2cc(C#CCN(C)C)cnc2O[C@@H]1CN(C)S(=O)(=O)c1cn(C)cn1,41,3.5,-62,0
C[C@H](CO)N1C[C@H](C)[C@H](CN(C)C(=O)Nc2ccc(F)cc2)Oc2ccc(NC(=O)c3ccncc3)cc2C1=O,16,-2.4,-1,8
COCC#Cc1cnc2c(c1)C(=O)N([C@H](C)CO)C[C@@H](C)[C@H](CN(C)C(=O)C1CC1)O2,12,0.3,97*,/
CCCN1[C@@H]2Cn3c(cccc3=O)[C@H]1[C@@H](C(=O)Nc1ccccc1)[C@@H]2CO,9,-1.1,4,-3
CC(C)C(=O)Nc1ccc2c(c1)C(=O)N(C)[C@@H]1CC[C@@H](CC(=O)NCC3CC3)O[C@H]1CO2,11,0.0,-28,1
CO[C@H]1CN(C)C(=O)c2cc(C#N)ccc2OC[C@@H]2O[C@@H](CC[C@H]2OC)CCN(C)C(=O)[C@@H]1C,11,0.4,-13,/
C[C@H]1CN([C@@H](C)CO)C(=O)c2cc(NS(=O)(=O)c3ccc(F)cc3)ccc2O[C@@H]1CN(C)S(=O)(=O)c1ccccc1,-27,-2.6,2,-7
C[C@@H]1CN([C@H](C)CO)C(=O)CCCn2nncc2CO[C@@H]1CN(C)Cc1cccc(C(F)(F)F)c1,-17,-1.0,76,/

The list goes on:
Molecule,Pf Dd2 inh,KDM4C inh,T cruzi growth,C diff HTS
CO[C@H]1CN(C)C(=O)c2cc(NC(C)=O)ccc2OC[C@H](C)N(Cc2ccccc2F)C[C@H]1C,-14,0.6,-19,/
COc1ccc(S(=O)(=O)Nc2ccc3c(c2)CC(=O)N([C@@H](C)CO)C[C@H](C)[C@@H](CN(C)Cc2ccncc2)O3)cc1,-1,-1.2,/,1
COC(=O)C[C@@H]1CC[C@@H]2[C@@H](COc3ccc(NC(=O)Nc4ccccc4C)cc3C(=O)N2C)O1,12,-1.4,-4,17
CNC[C@H]1OCCCC[C@H](C)Oc2ccc(NS(C)(=O)=O)cc2C(=O)N([C@H](C)CO)C[C@H]1C,15,1.3,45,0
O=S(=O)(c1ccccc1)N1C[C@@H]2[C@H](c3ccccc31)[C@H](CO)N2Cc1ccccn1,-22,2.3,46,-1
O=C(Cc1ccccc1)N[C@H]1C=C[C@@H](CC(=O)N2CCOCC2)O[C@@H]1CO,-9,0.6,-20,/
C[C@@H]1CN([C@@H](C)CO)C(=O)Cc2cc(NC(=O)Cc3cn(C)c4ccccc34)ccc2O[C@@H]1CN(C)C(=O)Nc1ccc(C(F)(F)F)cc1,-14,-0.8,19,-2
C[C@H](CO)N1C[C@H](C)[C@@H](CN(C)C(=O)Nc2cccc3ccccc23)Oc2c(NS(=O)(=O)c3ccc(F)cc3)cccc2C1=O,12,0.4,14,-5

Compounds were not picked by outcome (roughly 6.8% active in at least one column).
